# Bioassay records from PubChem BioAssay.
# NPY-Y1 antag – blocks the human neuropeptide Y Y1 receptor; HEK293-CNG Y1 cells, membrane potential fluorescence; NPY at EC95, then isoproterenol; inhibition, % at 3.6 µM; 1% of 200,000 active; AID 1040;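 active means inhibition above the campaign mean inhibition of all tested compounds plus 3 SD, cut at about 20% in these data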;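 further: 0% = DMSO wells given NPY plus isoproterenol and 100% = isoproterenol alone without NPY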
#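 material = HEK293 cells with Y1 receptor plus CNG channel | also added = NPY 25 nM then isoproterenol 1 µM plus Ro 20-1724 25 µM | schedule = dye 3 h, compound 60 min room temperature, stimulation 45 min | measured by = membrane potential fluorescence | benchmarks = high control isoproterenol alone, low control NPY with isoproterenol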
# CHOP inhibitor – blocks CHOP induction under ER stress; CHO-K1 CHOP-promoter luciferase, tunicamycin-induced, 15-18 h; 3.8% of 220,000 active; inhibition, % at 10 µM;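 active means compounds that reduced the stress-induced luciferase reporter signal by more than about 70% of percent inhibition, limit read from the data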;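 further: 0% = tunicamycin plus vehicle and 100% = wells without tunicamycin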
# NPY2 pot ag – potentiates or activates human NPY-Y2 receptor; P49146; cells expressing NPY-Y2, potentiator/agonist read-out; activation, % at 3.6 µM; 0.45% of 220,000 active; AID 1359; in the data active means activation above about 27%;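 further: cells stimulated with NPY near EC25 plus isoproterenol at EC100; 0% = vehicle plus submaximal agonist and 100% = vehicle plus saturating agonist; some results beyond the cut were filed as inactive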
# Target sequence (P49146 whole entry, looked up): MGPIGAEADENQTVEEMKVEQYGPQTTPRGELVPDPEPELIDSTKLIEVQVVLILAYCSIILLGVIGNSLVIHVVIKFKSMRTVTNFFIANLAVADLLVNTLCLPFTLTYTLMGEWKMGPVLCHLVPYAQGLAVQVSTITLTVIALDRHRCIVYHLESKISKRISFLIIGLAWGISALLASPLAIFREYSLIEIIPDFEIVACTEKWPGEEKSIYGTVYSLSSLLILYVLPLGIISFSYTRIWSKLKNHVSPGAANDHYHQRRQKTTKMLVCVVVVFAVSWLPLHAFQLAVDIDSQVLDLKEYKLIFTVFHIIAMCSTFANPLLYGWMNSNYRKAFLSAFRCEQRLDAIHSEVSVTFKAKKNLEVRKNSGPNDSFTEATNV
# TRPML3 agonist – agonists of human TRPML3 channel; activation, % at 3 µM; 0.29% of 220,000 active; AID 1448; HEK293 TRPML3-YFP, Fluo-8 calcium fluorescence; 100% = the carbachol control signal; Q8TDD5;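 active means activation above its plate's cutoff, the mean activation of the plate's test wells plus 3 SD, cut at about 12% in these data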;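 further: 0% = DMSO only wells and 100% = carbachol wells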
# Target sequence (Q8TDD5 whole entry, looked up): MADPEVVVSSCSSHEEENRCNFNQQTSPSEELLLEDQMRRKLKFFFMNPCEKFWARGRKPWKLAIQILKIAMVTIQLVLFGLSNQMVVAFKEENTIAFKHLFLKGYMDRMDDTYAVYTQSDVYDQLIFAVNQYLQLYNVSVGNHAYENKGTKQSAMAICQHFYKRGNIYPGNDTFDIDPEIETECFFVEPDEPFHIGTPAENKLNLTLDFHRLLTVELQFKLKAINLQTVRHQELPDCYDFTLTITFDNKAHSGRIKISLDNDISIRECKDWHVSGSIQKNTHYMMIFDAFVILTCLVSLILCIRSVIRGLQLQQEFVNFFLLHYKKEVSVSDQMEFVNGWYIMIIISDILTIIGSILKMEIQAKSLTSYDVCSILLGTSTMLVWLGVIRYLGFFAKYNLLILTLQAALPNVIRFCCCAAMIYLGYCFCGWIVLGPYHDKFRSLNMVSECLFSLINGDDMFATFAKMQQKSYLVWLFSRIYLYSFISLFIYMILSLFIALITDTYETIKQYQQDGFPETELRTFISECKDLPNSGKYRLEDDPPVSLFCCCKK
#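 Test system: TRPML3-YFP stable HEK293 cells. Doses: single point at 3 µM. Incubation: dye loading 1 h 37 °C then 30 min ambient, 125 s read. Signal: Fluo-8 calcium dye fluorescence, ex 470-495, em 515-575 nm. Measure: percent activation from peak-to-basal fluorescence ratio, scaled between DMSO and carbachol.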
# S1P4 antag – antagonists of human S1P4 receptor; inhibition, % at 4.98 µM; O95977; S1P4-expressing cells, antagonist mode, reporter read-out; 0.26% of 220,000 active; in the data active means inhibition above about 29%;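 further: 0% = wells stimulated with agonist and 100% = vehicle wells without agonist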
# EP2 mod – modulates human prostaglandin E2 receptor EP2 signaling. 0.83% of 260,000 active. EP2-expressing cells, cAMP HTRF FRET, PGE2 co-stimulation. induction, % at 25 µM. P43116;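 active means compounds whose cAMP rise, as percent of the full-agonist control response, exceeds 60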;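 further: rat C6 glioma line stably carrying human EP2 under a CMV promoter; the protocol text gives 20 µM as final concentration; 100% = response of wells given 1 µM PGE2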
# zfTRPN1 agonist – zebrafish TRPN1 (NompC) channel agonism. HEK293 zebrafish TRPN1-YFP, Fluo-8 calcium fluorescence; 100% = response to 87 µM carbachol. activation, % at 3 µM. 0.18% of 220,000 active;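 active means activation above its plate's cutoff, the mean activation of test wells on that plate plus 3 SD, cut at about 19% in these data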;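 further: 0% = DMSO alone and 100% = 87 µM carbachol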
#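 Control set: carbachol 87 µM as high control, DMSO as low control; system: HEK293 stable line with zebrafish TRPN1-YFP; read-out: % activation versus carbachol response; detection: intracellular calcium fluorescence with Fluo-8; doses: single test compound dose, 3 µM nominal, 0.3% DMSO; schedule: dye 1 h 37 °C plus 30 min RT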
# S1P4 agonist – human S1P4 receptor agonism; S1P4-expressing cell line, agonist reporter assay; activation, % at 4.98 µM; 0.35% of 220,000 active; AID 1509; O95977; in the data active means activation above about 11%;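 further: 0% = DMSO vehicle and 100% = reference agonist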
# NPY-Y1 PAM-ag – human NPY-Y1 potentiation or agonism, primary screen | P25929 | NPY-Y1 expressing cells, potentiator/agonist activation | activation, % at 3.6 µM | 0.37% of 220,000 active | AID 1304; in the data active means activation above about 33%, passing the limit was not always enough;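 further: cells stimulated with NPY at EC10 then isoproterenol at EC100; 0% = low agonist plus stimulus and 100% = saturating agonist plus stimulus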
# The depositor's hits bear a star; / = no result given; & = joins results of further samples.
SMILES,NPY-Y1 antag,CHOP inhibitor,NPY2 pot ag,TRPML3 agonist,S1P4 antag,EP2 mod,zfTRPN1 agonist,S1P4 agonist,NPY-Y1 PAM-ag
Cc1cccc(C)c1-n1c(C)nn(-c2ncc(C(F)(F)F)cc2Cl)c1=O,-1,19,5,0.8,4,10,0.4,2.0,4
CNC(=S)N/N=C/c1cccc(OCc2ccccc2F)c1,1,29,8,-0.7,-3,-5,-1.2,-1.4,-18
CSC1=NCCN1C(=O)c1cccs1,1,19,8,0.9,-2,7,0.4,-0.5,0
COc1ccc2[nH]cc(CCNS(=O)(=O)c3ccc(F)cc3)c2c1,4,16,-4,0.4,-22,-43,1.6,2.2,11
CCO/N=C/C(=O)Nc1ccc(F)cc1F,2,26,-4,0.8,-5,26,0.6,3.0,14
Cn1nnnc1SC(C(=O)Nc1cccc(C(F)(F)F)c1)c1ccccc1 (configuration not stated),3,55,-1,-0.5,-24,0,-1.6,1.1,32
O=[N+]([O-])c1ccc(OCC(O)CNCCNc2nccc(C(F)(F)F)n2)cc1 (configuration not stated),/,-11,-12,0.6,15,-28,1.4,-1.2,5
CCOC(=O)c1cnc(-n2nc(C)cc2C)nc1NNc1cc(C)nc(-c2ccccc2)n1,8,58,10,0.9,-23,46,1.0,1.7,1
COc1ccc(-n2c(Cn3c(=O)sc4ccccc43)nnc2SCC(=O)N2CCCCC2)cc1,4,46,-12,0.0,-6,1,-0.1,-1.2,-8
COc1ccc(N2C(=O)C(CC(=O)Nc3ccccc3)N(Cc3ccccn3)C2=S)cc1 (configuration not stated),-4,6,5,-1.4,-13,0,1.1,-1.0,-19
Cc1c(N(C)C(=O)c2ccco2)c(=O)n(-c2ccccc2)n1C,2,56,-14,0.8,-16,12,0.7,-2.0,1
C#CCN1C(=O)C(O)(c2c(C)[nH]c3ccccc23)c2ccccc21 (configuration not stated),/,-6,-5,-0.2,-12,-5,0.8,0.9,8
CCn1cc(C(=O)O)c(=O)c2cc(F)c(N3CCN(C)CC3)cc21,-1,17,15,0.8,-3,8&18&-7,0.9,-0.6,14
COc1cccc(NC2=CC(=O)CC(C)(C)C2)c1,3,30,8,0.9,-18,2,-0.5,0.4,11
O=[N+]([O-])c1cnn(-c2nc(-c3cccs3)cc(C(F)(F)F)n2)c1,3,61,-12,0.6,-3,15,0.3,0.4,-6
C=CCOC(=O)C1=C(C)NC(SCC(=O)N(CC)CC)=C(C#N)C1c1ccco1 (configuration not stated),2,/,8,-0.8,-3,/,-1.7,-0.4,-17
COc1cc(C2NC(=O)N(C)C3=C2C(=O)CCC3)cc(OC)c1OC (configuration not stated),4,-8,21,0.2,-12,14,1.8,1.0,-9
CCOC(=O)c1nnn(-c2nonc2N)c1CSc1ccccn1,0,12,0,-0.4,0,11,-0.6,-0.2,-4
CCCSc1nnc(N)s1,-3,-7,-2,1.0,5,7,-0.1,-0.4,2
C=CCNC(=S)Nc1ccc(C(N)=O)cc1,2,-19,-9,0.1,-21,-9,1.2,1.6,3
O=C(Nc1ccc(C(=O)N2CCOCC2)cc1)c1cccs1,6,34,1,0.0,-5,23,0.0,1.8,6
O=C(NC1CCCCC1)C(=S)N1CCOCC1,1,8,4,-0.2,-8,10,0.7,0.9,7
COc1ccc(O[C@H]2C=C[C@@H](c3ccccc3)O[C@@H]2CO/N=C(\C)CCN2CCCCc3nc(C)c(C)cc32)cc1,22*,-5,-8,-0.7,-33,25,0.6,1.7,-30
NS(=O)(=O)c1ccc(NC(=O)COC(=O)CNC(=O)C23CC4CC(CC(C4)C2)C3)cc1,-2,21,8,-0.9,-10,4,2.2,-0.7,9
Cc1cc(C)cc(Oc2coc3cc(OC(=O)c4cccs4)ccc3c2=O)c1,-5,20,-19,-0.9,-22,8,-0.2,-2.7,-3

# Next section.
SMILES,NPY-Y1 antag,CHOP inhibitor,NPY2 pot ag,TRPML3 agonist,S1P4 antag,EP2 mod,zfTRPN1 agonist,S1P4 agonist,NPY-Y1 PAM-ag
CCCSc1nnc(-c2c[nH]c3ccccc23)n1CC,-1,57,4,0.1,1,8,0.0,0.1,13
CN(C)CCNc1oc(-c2cccc(Cl)c2)nc1C#N,4,3,1,0.9,-1,-39,2.0,1.8,-23
CCCCCCCCS(=O)CCC(=O)O (configuration not stated),-1,16,5,1.2,-2,18,0.5,0.4,-14
Cc1cccc(NC(=S)N/C(=N/S(=O)(=O)c2ccccc2)c2ccccc2)c1,-4,-6,-6,0.7,23,33,-0.8,-3.0,-6
Cc1occc1-c1nnc(SCC(=O)N2c3ccccc3CCc3ccccc32)n1C,-4,5,-2,-0.1,-8,-4,-1.1,-0.1,4
CCCCc1ccc(NC2=NCC(=O)N2CCc2ccccc2)cc1,-7,95*,-11,-0.4,-12,19,-1.2,1.6,-1
Cc1nc(SCC(=O)Nc2ccccn2)n[nH]1,-1,-16,1,0.7,-7,-17,0.9,1.0,13
COc1ccc(CCN2C(=O)N(c3ccc(OC)cc3)C(=O)C2CC(=O)Nc2ccccc2)cc1 (configuration not stated),-2,-5,2,1.9,-3,6,1.4,-0.2,-7
CC1Cn2c(nnc2-c2cccs2)S1 (configuration not stated),1,/,-2,0.2,-38,/,-0.2,2.9,-23
Cc1onc(-c2ccccc2)c1-c1ccnc(N)n1,/,20,-4,0.4,-3,-17,0.5,0.3,-11
Cc1cnn(-c2ccc3nnc(-c4ccc(Br)cc4)n3n2)c1,6,-46,14,0.8,8,10,0.8,1.0,9
CCCc1cc(C(=O)N(C2CCCCC2)C2CCCCC2)no1,0,100*,6,0.2,2,22,-0.2,1.9,6
CC(=O)C1=C(O)C(=O)N(CCN(C)C)C1c1ccc(Cl)cc1 (configuration not stated),-3,0,3,1.1,-24,0,0.3,0.0,3
CCN1C(=O)c2cccc3c(S(=O)(=O)Nc4ccc(OC)cc4OC)ccc1c23,-5,42,-10,0.0,-7,-40,0.7,0.1,10
N#Cc1c(-c2cccs2)nc(SCC(=O)c2ccc(Br)cc2)[nH]c1=O,/,15,-5,0.1,16,45,3.3,-2.1,-8
CCCOc1ccc(/C(CC)=N/NC(=O)C2(C)CC2(Br)Br)cc1 (configuration not stated),-3,33,2,0.2,-2,-17,-1.0,0.6,-17
COC(=O)c1sc(-c2ccc(C(C)(C)C)cc2)cc1NC(=O)COCC(=O)O,/,32,28,0.5,2,-50,1.6,-1.2,22
Nc1cccc(CCc2nc3ccccc3[nH]2)c1,3,4,-17,0.8,-20,23,1.8,1.0,0
O=C(O)CNC(=O)c1ccccc1F,2,/,10,1.1,-10,/,-1.1,-0.2,7
O=C(NCCCn1ccnc1)c1cn(-c2ccccc2)nc1-c1ccccc1,3,-2,3,0.6,1,17,-0.3,-0.2,13
CCN(CCNC(=O)c1ccc2nc(-c3ccccc3NC(C)=O)c(=O)[nH]c2c1)c1ccccc1,4,24,0,-0.5,-20,-44,1.3,0.2,-14
O=C(c1ccco1)N1CCN(C(=O)c2sccc2-c2ccccc2)CC1,4,1,27*,-1.1,2,15,0.9,-0.4,4
Cn1c(N)c(C(=O)COC(=O)C2CC(O)CN2S(=O)(=O)c2ccc(Cl)cc2)c(=O)n(C)c1=O (configuration not stated),/,3,-8,0.7,-10,2,1.7,1.2,17
O=C(Oc1ccccc1N1C(=O)C2CC=CCC2C1=O)c1ccc(Br)cc1 (configuration not stated),3,3,13,0.4,-7,16,3.3,0.3,8
Cc1cc(N)ccc1-n1c(C)ccc1C,7,34,5,0.0,-13,11,2.4,0.0,-7

# Limited to S1P4 agonist, EP2 mod and NPY2 pot ag, for 3 of the compounds above:
Structure,S1P4 agonist,EP2 mod,NPY2 pot ag
CCCc1cc(C(=O)N(C2CCCCC2)C2CCCCC2)no1,1.9,22,6
N#Cc1c(-c2cccs2)nc(SCC(=O)c2ccc(Br)cc2)[nH]c1=O,-2.1,45,-5
COc1ccc(CCN2C(=O)N(c3ccc(OC)cc3)C(=O)C2CC(=O)Nc2ccccc2)cc1 (configuration not stated),-0.2,6,2

# Later entries.
SMILES,NPY-Y1 antag,CHOP inhibitor,NPY2 pot ag,TRPML3 agonist,S1P4 antag,EP2 mod,zfTRPN1 agonist,S1P4 agonist,NPY-Y1 PAM-ag
CCOC(=O)N1CCN(c2c(F)cc3[nH]c(=S)[nH]c3c2Br)CC1,8,/,2,-0.2,-5,23,0.2,-1.5,-9
O=c1c2cc([N+](=O)[O-])ccc2nc(CN2CCN(c3ccccn3)CC2)n1-c1ccccc1F,2,28,19,1.4,-5,-15,-0.9,1.7,5
CCOc1cc2c(C)cc(=O)oc2cc1Cl,12,21,5,0.5,-15,14,2.0,3.5,24
CC(C)C(=O)Nc1nc(-c2ccccc2)ns1,9,-9,0,0.3,-9,-23,2.2,-0.4,-21
Cc1cc(C(=O)N/N=C/c2ccc(O)c(O)c2O)c(C)n1-c1ccccc1,-6,45,22,-0.9,10,11,-1.9,0.5,13
CCN(CC)S(=O)(=O)c1ccc(S(=O)(=O)Nc2cc3c(cc2C(C)=O)OCO3)cc1,-4,31,25,1.0,-10,-5,0.0,-3.7,20
CCN(CC)S(=O)(=O)c1ccc2[nH]cc(C(=O)NCCN3CCCCC3C)c(=O)c2c1 (configuration not stated),6,-2,-2,1.1,6,8,0.6,-1.0,-1
O=C(Nc1nnc(SCc2ccc(Cl)cc2)s1)C1CC(=O)N(Cc2ccccc2)C1 (configuration not stated),5,41,6,0.7,-14,-62,-0.6,0.7,-16
C/C(=N\NC(=O)OC(C)(C)C)c1cccc([N+](=O)[O-])c1,3,-8,1,0.9,-5,7,0.1,-2.0,4
COc1cc2c(cc1OC)C(C)N(C(=O)c1sc(-c3cnccn3)nc1C)CC2 (configuration not stated),/,-15,-31,0.6,3,9,1.3,-0.3,-13
Cc1nn(-c2ccccc2)c(C)c1/C=N\NS(=O)(=O)c1ccc(Cl)cc1,8,36,-23,-0.4,-29,-3,-1.1,1.6,-25
CCOc1ccc(NC(=O)c2ccccc2SC)cc1,/,-18,-22,-0.8,-16,-21,-0.6,0.8,-35
O=C(c1ccccc1)c1cccn1CC(=O)N1CCCCCC1,6,-13,-15,-0.7,-10,17,-1.3,-2.4,1
Nc1c(C(=O)O)sc2nc(-c3ccccc3)cc(-c3ccc(F)cc3)c12,/,-2,-21,0.2,-5,26,-0.2,0.0,-13
Cc1occc1C(=O)NCc1ccc2c(c1)OCO2,-1,-13,-8,0.3,-5,2,1.5,-0.2,-1
CC(=O)c1cccc(CN2CCN(C3CCCCC3)C(CCO)C2)c1 (configuration not stated),/,10,6,0.2,-17,6,1.6,-0.8,13
Cc1ccc(OCc2nnc(SCC(=O)Nc3ccc4c(c3)OCCO4)n2Cc2ccco2)cc1,-2,30,-21,-0.3,-7,37&15,-1.8,1.1,-9
CSCCOC(=O)COc1ccc(/C=N/NC(=O)c2nn(C)cc2Cl)cc1,10,-7,-8,0.5,-11,10,1.2,0.3,0
